# Assay outcomes: PubChem, several laboratories
# DTT redox prof = compounds producing H2O2 with reducing agent – biochemical, NIH compound library profiling, artefact control for MLSCN library redox annotation, primary screen; DTT-dependent redox cycling H2O2, phenol red/HRP absorbance; 100% = 100 µM peroxide control, 0% = buffer; AID 878, 2007; activation, % at 10 µM; 200,000 tested, 0.03% active;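 active = activation of at least 50% relative to the plate's high and low controls in the primary single-dose screen; inactive = activation below 50%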;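 also: compound incubated with DTT at 0.8 mM final as the reducing agent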
# HMGR II inh = inhibitors of E. faecalis class II HMGR, primary screen, biochemical, Enterococcus faecalis. HMG-CoA reductase (Enterococcus faecalis, mvaE). purified E. faecalis HMGR, NADPH absorbance 340 nm kinetic. inhibition, % at 10 µM. 190,000 tested, 0.41% active. AID 1066, 2008;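 active = inhibition above a set limit, the median over all tested compounds plus 3 SD, cut at about 9.5% in these data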;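 also: enzyme runs in reverse so mevalonate oxidation gives rising NADPH absorbance; 0% = complete reaction with DMSO and 100% = background rate lacking mevalonate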
# NF-kB neuron act = activators of NF-kB expression in neurons, primary screen, cell-based, HTS. 190,000 tested, 1.6% active. human neuronal cells, NF-kB reporter expression; stronger effect = higher value. fold change at 12.5 µM; in the data active = fold change above about 3.3
# STAT1 inh = STAT1 signaling inhibitors, primary screen, cell-based, HTS, luciferase reporter. NIH 3T3 STAT1-luciferase reporter, IFN-gamma, luminescence. inhibition, % at 5.5 µM. 200,000 tested, 0.35% active;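 active = inhibition above a set limit, the mean inhibition across all tested compounds plus 3 SD, cut at about 34% in these data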;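 also: 0% = IFN-gamma with DMSO and 100% = IFN-gamma with 300 µM nifuroxazide; values of inactives mirror those of a sister screen read the other way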
# STAT3 activator = IL-6 driven STAT3 reporter potentiators, primary screen, U3A cells, luciferase, luminescence, MLSCN library; 190,000 tested, 0.91% active; IL-6 STAT3-luciferase reporter; 100% = signal with IL-6 EC80 alone; activation (% of control), % at 5.6 µM;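 active = activation above the screen-wide mean of compound activation plus 3 SD, cut at about 130% in these data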;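 also: 0% = background luminescence of wells with medium and substrate only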
#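 Material: STAT3-luciferase reporter U3A cells; Probe or stimulus: IL-6 (33 ng/mL); Incubation: compound pre-incubation 1 h before IL-6, then 6 h stimulation at 37 °C; Technique: luminescence from STAT3-driven luciferase reporter; Evaluation: % activation versus median of IL-6-stimulated wells; Controls: IL-6-only high control.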
# Hsp70 activator = Hsp70 transcriptional activators, primary screen, cell-based, HeLa, Hsp70 promoter luciferase, luminescence, 10 µM. 200,000 tested, 0.04% active. activation, % at 10 µM. HeLa Hsp70 promoter luciferase reporter; scaled: vehicle 0, proteasome-inhibitor control 100%;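 active = activation above the mean across all tested compounds plus 3 SD, cutoff set per campaign, cut at about 5.5% in these data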;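 also: 100% = MG132 at 30 µM as the positive control and 0% = DMSO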
# APP 5'UTR act = activators of APP 5'UTR luciferase reporter, primary screen, SH-SY5Y cells; 190,000 tested, 1% active; activation, % at 2 µM; SH-SY5Y APP 5'UTR luciferase reporter, luminescence; zero percent = DMSO vehicle wells;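 active = activation above a set limit, based on mean plus 3 SD of controls, cut at about 140% in these data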; also: values of inactives mirror those of a sister screen read the other way
# STAT3 inh = IL-6 driven STAT3 reporter inhibitors, primary screen, U3A cells, luciferase, luminescence, MLSCN library. inhibition, % at 5.5 µM. IL-6 STAT3-luciferase reporter; host cell line lacks STAT1. 190,000 tested, 0.89% active;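 active = inhibition above the mean inhibition across all screened compounds plus 3 SD, cut at about 44% in these data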;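 also: 0% = DMSO only wells and 100% = 100 µM nifuroxazide control wells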
# STAT1 activator = STAT1 signaling activators, primary screen, cell-based, HTS, luciferase reporter; 200,000 tested, 2.6% active; NIH 3T3 STAT1-luciferase reporter, IFN-gamma, luminescence; 100% = IFN-gamma alone, no compound; activation (% of control), % at 5.5 µM;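 active = activation above the screen-wide mean activation plus 3 SD, cut at about 130% in these data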;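 also: raw ratio to IFN-gamma control signal so 100% means no change and 0% no light; values of inactives mirror those of a sister screen read the other way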
# TLR4 MyD88 comp = inhibitors of TLR4-MyD88 association in cells, primary screen, cell-based, HeLa CL3-4, BLA complementation, FRET ratio; Toll-like receptor 4 (Homo sapiens) + Myeloid differentiation primary response protein …; HeLa CL3-4 TLR4/MyD88 BLA complementation; inhibition, % at 8.4 µM; 200,000 tested, 0.18% active; AID 861, 2007; in the data active = inhibition above about 25%;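 also: 0% = vehicle and 100% = reference inhibitor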
# Target sequence (O00206 whole entry, looked up): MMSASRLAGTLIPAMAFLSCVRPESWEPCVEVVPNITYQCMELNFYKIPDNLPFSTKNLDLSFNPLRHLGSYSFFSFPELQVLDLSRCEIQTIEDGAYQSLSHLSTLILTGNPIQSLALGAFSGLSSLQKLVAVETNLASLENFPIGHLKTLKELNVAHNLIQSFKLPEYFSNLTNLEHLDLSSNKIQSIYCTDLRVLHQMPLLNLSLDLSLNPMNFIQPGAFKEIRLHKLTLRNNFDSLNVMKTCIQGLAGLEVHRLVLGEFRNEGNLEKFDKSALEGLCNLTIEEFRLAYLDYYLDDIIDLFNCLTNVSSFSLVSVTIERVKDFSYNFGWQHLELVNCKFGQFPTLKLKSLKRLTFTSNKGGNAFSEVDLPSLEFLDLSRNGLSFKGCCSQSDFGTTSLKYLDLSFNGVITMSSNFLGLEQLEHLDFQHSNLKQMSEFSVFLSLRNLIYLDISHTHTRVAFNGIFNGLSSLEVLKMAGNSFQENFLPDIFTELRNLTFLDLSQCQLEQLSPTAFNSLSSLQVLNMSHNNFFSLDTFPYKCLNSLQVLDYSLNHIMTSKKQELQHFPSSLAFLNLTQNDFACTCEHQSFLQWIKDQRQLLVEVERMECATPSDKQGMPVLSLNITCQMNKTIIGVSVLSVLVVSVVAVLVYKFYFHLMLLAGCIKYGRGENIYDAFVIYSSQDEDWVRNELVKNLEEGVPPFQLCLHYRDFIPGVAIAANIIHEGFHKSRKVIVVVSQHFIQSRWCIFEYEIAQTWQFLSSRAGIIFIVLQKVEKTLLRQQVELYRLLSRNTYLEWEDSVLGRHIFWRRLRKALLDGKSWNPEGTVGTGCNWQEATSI
# Target sequence (Q99836 whole entry, looked up): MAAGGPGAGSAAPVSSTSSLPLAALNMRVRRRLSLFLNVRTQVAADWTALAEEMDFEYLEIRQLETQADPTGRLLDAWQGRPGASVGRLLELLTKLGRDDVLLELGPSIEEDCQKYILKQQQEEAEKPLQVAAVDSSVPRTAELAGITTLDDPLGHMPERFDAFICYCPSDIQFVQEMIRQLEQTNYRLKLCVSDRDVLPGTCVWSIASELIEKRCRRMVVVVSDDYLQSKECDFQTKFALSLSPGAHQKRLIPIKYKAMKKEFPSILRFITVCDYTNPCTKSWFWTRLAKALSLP
# The depositor's hits bear a star; / = no result given.
SMILES,DTT redox prof,HMGR II inh,NF-kB neuron act,STAT1 inh,STAT3 activator,Hsp70 activator,APP 5'UTR act,STAT3 inh,STAT1 activator,TLR4 MyD88 comp
O=C(/C=C/c1cccs1)Nc1ccncc1,0.1,-3,1.7,-9,95,-0.5,13,4,108,-13
Cc1ccc2nc(SCC(=O)Nc3cc(C(C)(C)C)nn3-c3ccccc3)[nH]c2c1,0.6,-11,0.82,11,115,-0.5,8,-23,90,-6
Cc1cc(Cl)c(S(=O)(=O)N/N=C/c2ccc3c(c2)OCO3)c(Cl)c1,2.1,-6,1.2,-18,114,-0.3,-1,-17,117,-7
Nc1nc2n(n1)C(c1ccccc1)CC(c1ccc(F)cc1)N2 (stereo not drawn),0.0,-3,1.5,5,100,-0.2,-20,5,95,-8
CC(C)CNC(=O)Nc1ccccc1F,0.5,1,1,-4,106,-0.3,19,1,102,-2
COc1cc(O)c2c(=O)c3c(OC)c(O)ccc3oc2c1,-0.8,-1,3,-4,90,-0.2,22,9,104,-13
O=C(NCC(=O)N(c1cccnc1)C(C(=O)NC1CCCC1)c1cccs1)c1cccs1 (stereo not drawn),-0.2,3,0.94,-1,109,0.2,15,-8,99,-2
COc1ccc(C)cc1NS(=O)(=O)c1ccc(NC(=O)CN(c2cc([N+](=O)[O-])ccc2C)S(C)(=O)=O)cc1,-0.1,9,0.66,-21,103,-0.5,-59,-3,118,-19
COC(=O)c1nc2nc(C)cc(C(F)(F)F)n2n1,0.5,-1,1.3,-5,102,-0.2,-1,7,105,3
CCCCOCCCNC(=O)c1c(-c2ccccc2)noc1C,-0.6,0,1,-1,97,-0.5,5,8,101,-12
COc1ccc(CC(=O)NCC(=O)N/N=C/c2ccco2)cc1,0.7,-3,0.99,-1,99,-0.1,16,0,101,2
O=C(c1ccc2ccccc2c1)C1CCCN(C(=O)c2noc3c2CCCC3)C1 (stereo not drawn),-1.7,-8,1,11,97,-0.3,36,7,89,10
Cc1cc(N2CCOCC2)nc2ccc(NC(=S)NCc3ccc4c(c3)OCO4)cc12,0.1,0,1,-5,99,-0.4,20,3,103,16
CCC(C)(C)C(=O)Nc1cc([N+](=O)[O-])ccc1F,-0.2,12*,1.4,2,95,1.0,9,10,99,3
Oc1c(C=Nc2cccc3nsnc23)ccc2ccccc12,1.3,-8,0.99,6,144*,-0.3,-1,-42,94,7
COc1ccc(Cc2nnc(N/N=C/c3ccc(O)cc3)[nH]c2=O)cc1OC,0.3,0,1.4,1,96,-0.5,-86,0,99,1
CCCn1c(NCc2cccc(OC)c2OC)nc2ccccc21,-0.1,-3,1.4,-11,114,-0.4,7,-15,111,8
Cc1cc(Nc2ccc3c(c2)OCCO3)n2ncnc2n1,-0.9,0,1.4,-11,109,0.3,1,-7,110,1
CCC(=O)N1CCc2cc(Br)cc(S(=O)(=O)CC(=O)OC)c21,1.4,-1,1.2,2,91,0.4,0,12,98,0
Cc1nc2cc(C(=O)O)ccc2n1-c1ccc(F)cc1F,4.0,-8,0.85,-7,101,-0.1,14,4,107,-4
Cc1cc2cc(CCNC(=O)C(C)C)c(=O)[nH]c2cc1C,0.3,/,/,-11,97,-0.2,-11,7,110,1
Cc1c(CC=C(Cl)Cl)c(=O)[nH]c2c(C)cccc12,0.9,0,0.98,3,96,-0.1,19,7,98,4
CCCCNC(=O)CCn1c(=O)c2ccccc2n(Cc2ccccc2C)c1=O,0.2,-1,1.2,6,101,-0.3,11,-4,97,3
Cc1ccc(S(=O)(=O)N2CC(=O)Nc3ccccc32)cc1C,-1.1,-3,0.89,6,97,-0.3,-6,8,94,6
Cc1ccc(/C=N/n2cnnc2)s1,-4.0,4,1.4,2,105,-0.4,18,-2,98,6
CCn1nnc(NC(=O)c2ccccc2Br)n1,-0.3,0,1.5,-19,112,0.0,6,-12,111,-3
O=C(CSc1nnc(Cc2ccccc2)n1Cc1ccco1)NC1CCCC1,0.0,-4,1.7,1,96,0.2,17,9,99,-4
O=S(=O)(NCc1ccccc1)c1ccc(S(=O)(=O)N2CCCCC2)cc1,2.6,-3,1,-2,98,0.0,6,6,102,8
O=C(CCC(=O)OCC(F)(F)C(F)F)Nc1ccccc1F,-0.5,3,1.7,-8,103,-0.4,5,-2,106,0
O=C(c1ccccc1)N1CCN(C(=S)NCc2ccc3c(c2)OCO3)CC1,-0.3,-5,1.1,0,103,-0.2,3,-4,100,2
CCC(Sc1nc2ccsc2c(=O)n1-c1ccc(Cl)c(C)c1)C(=O)NCc1ccco1 (stereo not drawn),0.1,-3,0.72,5,98,-0.1,13,5,96,-28
CCOC(=O)CCCCC(=O)c1[nH]c(=O)[nH]c1CSc1nnc2c3ccccc3n(C(C)C)c2n1,0.4,0,1.2,-3,108,-0.5,-4,-9,103,11
[O-]C1=N/[N+](=C/c2ccccc2Cl)CC1,-0.4,6,1.9,2,94,-0.3,-23,8,95,-9
Cc1ccc(NC(=O)C(NC2CCCc3ccccc32)c2ccccc2)c([N+](=O)[O-])c1 (stereo not drawn),0.1,-1,0.94,-21,114,-0.3,13,-13,119,3
N#Cc1cc(NC(=O)c2ccc(F)cc2)c(=O)n2c1[nH]c1ccccc12,-0.8,-7,0.56,1,67,-0.3,9,41,100,5
CC(=O)c1ccc(S(=O)(=O)N2CCN(c3ccccc3F)CC2)cc1,-0.6,-6,1,8,87,-0.4,-11,17,91,-11
CCCCOC(=O)c1ccc(NS(=O)(=O)c2cc(-c3nnnn3CC)ccc2OC)cc1,1.8,2,1.3,4,99,-0.1,-1,7,96,2
CCOc1ccc(C(=O)OCCCN(C)C)cc1,-0.1,0,0.95,-10,101,-0.3,-3,3,109,5
Cc1cccc(NC(=S)NCc2ccccn2)c1,3.6,-3,1.4,-5,101,-0.4,15,4,104,-8
Cc1ccc(S(=O)(=O)N2CCN(C(=O)CCC(=O)NC3CCCc4ccccc43)CC2)cc1 (stereo not drawn),0.0,-10,1,-2,106,-0.1,13,1,102,6

# Only STAT1 activator, for some of the entries so far:
Structure	STAT1 activator
O=C(CCC(=O)OCC(F)(F)C(F)F)Nc1ccccc1F	106
O=C(c1ccccc1)N1CCN(C(=S)NCc2ccc3c(c2)OCO3)CC1	100
CCC(Sc1nc2ccsc2c(=O)n1-c1ccc(Cl)c(C)c1)C(=O)NCc1ccco1 (stereo not drawn)	96

# Continued.
SMILES,DTT redox prof,HMGR II inh,NF-kB neuron act,STAT1 inh,STAT3 activator,Hsp70 activator,APP 5'UTR act,STAT3 inh,STAT1 activator,TLR4 MyD88 comp
Cc1cc(C(=O)N(C2CCCCC2)C2CCCCC2)no1,3.0,1,1.4,11,107,-0.6,1,2,90,-15
C=CCn1c(CSc2nc3ccccc3s2)nnc1SCC(=O)NCc1cccnc1,-0.1,-9,0.99,0,103,-0.4,-3,-2,100,5
C=CCn1c(SCC(=O)c2[nH]c(C)c(C(=O)OCC)c2C)nc2scc(-c3ccccc3)c2c1=O,0.5,0,1.3,0,100,-0.1,-6,0,100,-7
Cc1ccccc1CNC(=O)CC1C(=O)NCCN1Cc1c(F)cccc1Cl (stereo not drawn),0.1,0,1.1,-6,95,0.0,2,9,103,0
COc1ccccc1C(O)(C(=O)NNc1ccccc1C)c1ccccc1OC,-0.2,0,0.89,-5,104,-0.2,-5,-4,104,0
O=C(CCCn1c(=O)[nH]c2ccsc2c1=O)N1CCN(c2ccccn2)CC1,0.2,-5,0.99,16,96,-0.2,10,8,85,2
COCCNC(=O)c1ccc(N(C)S(=O)(=O)c2ccc(OC)c(OC)c2)cc1,0.9,0,0.89,-9,113,-0.1,8,-13,108,-1
COc1cccc(-c2nc(=S)c3c(n2CCCO)CCCC3)c1,2.6,2,1.2,5,100,-0.3,2,0,96,-14
CCOc1ccc(C(=O)Nc2ccc(N3CCN(C)CC3)cc2)cc1[N+](=O)[O-],-1.3,-5,1,-1,94,-0.2,9,10,100,-9
CN(C)C(=O)C1C2NC(=S)N(c3ccccc3)C1(C)Oc1ccccc12 (stereo not drawn),-0.1,-3,1.2,-4,111,0.0,18,-11,102,5
Cc1csc(/N=C/c2ccc([N+](=O)[O-])cc2)n1,0.1,2,1,-3,99,0.0,-15,-1,102,-3
COc1ccc(CNC(=O)COc2ccc(C(=O)c3ccc(F)cc3)cc2)cc1,-0.1,-3,1.5,2,100,-0.4,1,-2,98,-9
Cc1ccc(C2CC(c3cccs3)=NN2S(=O)(=O)c2ccc(C)cc2)cc1 (stereo not drawn),2.0,-2,1.1,1,102,-0.1,-13,-3,99,5
Cc1ccc(-c2cc(C(=O)N/N=C/c3cccnc3)n[nH]2)o1,-0.4,-3,1.1,11,75,-0.2,5,33,90,10
CCOC(=O)C1CCCN(c2c(NCC3CCCO3)c(=O)c2=O)C1 (stereo not drawn),-0.9,1,1.1,8,97,-0.1,12,8,92,8
CCCCOc1ccc([N+](=O)[O-])cc1C(=O)O,0.2,3,0.96,-1,98,-0.1,-2,7,98,8
CCC(=O)N1CCc2cc(S(=O)(=O)CCC(=O)Nc3cccc(C)n3)ccc21,0.0,-1,1.2,-1,104,-0.1,5,1,98,7
Cc1c(-c2cccc(Cl)c2)nc2ccccc2c1C(=O)OCC(=O)Nc1ccc2c(c1)OCO2,1.6,-1,0.5,6,96,0.1,-7,7,95,-13
COc1cccc(N=Cc2ccc(O)cc2O)c1,-1.0,-3,1.8,2,118,-0.1,2,-17,100,-8
Cc1ccccc1NC(=S)N(CCCN1CCOCC1)Cc1cccnc1,0.9,1,0.85,8,103,-0.2,3,4,92,-8
C/C(Cn1nnc([N+](=O)[O-])n1)=N\NC(=O)c1ccc(Cl)c(Cl)c1,-3.5,-6,0.91,-3,87,-0.2,2,21,103,13
CC(=O)c1cccc(CN2CCN(Cc3ccccc3)C(CCO)C2)c1 (stereo not drawn),-1.9,-2,1.2,3,110,0.0,-2,-8,96,-5
C=CCn1c(C)csc1=Nc1ccccc1C,-0.6,-5,1.6,-14,83,0.0,-6,26,112,5
S=c1[nH]nc(-c2ccco2)n1Cc1ccccc1,2.1,-4,1.2,-2,99,0.1,-5,5,101,-4
O=C(NC1CCCCCC1)c1cccnc1Sc1ccccc1,0.3,2,0.86,7,114,-0.3,6,-18,94,-11
Cc1ccc(S(=O)(=O)N2CCOCC2)c(C)c1NS(C)(=O)=O,0.1,7,1.1,-3,96,-0.3,-2,2,102,-13
CCN(CC)S(=O)(=O)c1ccc(/C=C/C(=O)OCC#N)cc1,-0.3,-4,1.2,-3,102,-0.2,1,-1,101,7
